Mac1 fbg enh: enhancers of human CD11b/CD18 binding to fibrinogen; activation, % at 10 µM; P05107+P11215; K562 CD11b/CD18 adhesion to fibrinogen, ATPlite luminescence; AID 1499; 93,000 compounds, 0.07% hits;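 active = 10 µM primary screen giving 50% or more activity, confirmed by 40% or more on retest at that dose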; note: strong numbers were not always called active
Plk1 PBD FP: Plk1 (human) PBD binding inhibition | P53350 | Plk1 PBD phosphopeptide binding, fluorescence polarization | inhibition, %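 (tested at about 20 µM)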 | 97,000 compounds, 0.13% hits | AID 693; in the data active = inhibition above about 34%, passing the limit was not always enough
CD11b adhes inh: blocks human CD11b/CD18 adhesion to fibrinogen. P05107+P11215. K562 CD11b/CD18 adhesion to fibrinogen, ATPlite luminescence; Mn2+ added to activate the integrin. inhibition, % at 10 µM. 93,000 compounds, 0.54% hits;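 active = primary inhibition of 50% or more at 10 µM, then 40% or more on retest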; note: some results filed as inactive read as strong as hits
HIV Rev-RRE inh: HIV Rev-RRE protein-RNA interaction inhibition | P05866 | AID 704 | Rev peptide-RRE RNA binding, FRET | 97,000 compounds, 0.79% hits | inhibition, % at 8 µM;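 active = inhibition above the screen-wide mean plus 3 SD, cut at about 35% in these data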;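 note: 0% = median DMSO wells and 100% = median Neomycin B control wells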
Target sequence (P05866 whole entry, looked up): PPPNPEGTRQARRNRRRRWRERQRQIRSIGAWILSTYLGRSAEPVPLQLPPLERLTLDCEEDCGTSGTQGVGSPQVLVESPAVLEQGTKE
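Material: labelled RRE RNA duplex and labelled Rev peptide / Buffer or medium: HEPES pH 7.5 salt buffer with EDTA / Compound dosing: single point, 8 µM final nominal compound concentration / Benchmarks: DMSO low control, neomycin B high control / Timing: 5 min preincubation and 15 min binding, 25 °C / Technique: FRET fluorescence readout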
PLK1 kinase inh: PLK1 (human) kinase inhibition | P53350 | recombinant PLK1 kinase, TR-FRET peptide phosphorylation | inhibition, % at 10 µM | AID 619 | 97,000 compounds, 0.53% hits;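 active = inhibition of 50% or more in the single-concentration screen; inactive = inhibition below 50%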;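 note: 0% = DMSO max control and 100% = H-89 dihydrochloride min control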
ERa SRC1 inh: blocks coactivator binding to human estrogen receptor alpha. inhibition, % at 25.6 µM. 86,000 compounds, 1.7% hits. TR-FRET ER-alpha LBD / SRC-1 peptide, estradiol-bound. P03372. AID 629; in the data active = inhibition above about 50%;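 note: 0% = receptor plus peptide control and 100% = peptide only without receptor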
FAK inh: inhibitors of human focal adhesion kinase. biochemical FAK kinase activity assay. inhibition, %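 (tested at 7 µM)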. 97,000 compounds, 0.84% hits. AID 727; in the data active = inhibition above about 19%;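 note: 0% = DMSO and 100% = reference compound high control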
Target sequence (Q05397 whole entry, looked up): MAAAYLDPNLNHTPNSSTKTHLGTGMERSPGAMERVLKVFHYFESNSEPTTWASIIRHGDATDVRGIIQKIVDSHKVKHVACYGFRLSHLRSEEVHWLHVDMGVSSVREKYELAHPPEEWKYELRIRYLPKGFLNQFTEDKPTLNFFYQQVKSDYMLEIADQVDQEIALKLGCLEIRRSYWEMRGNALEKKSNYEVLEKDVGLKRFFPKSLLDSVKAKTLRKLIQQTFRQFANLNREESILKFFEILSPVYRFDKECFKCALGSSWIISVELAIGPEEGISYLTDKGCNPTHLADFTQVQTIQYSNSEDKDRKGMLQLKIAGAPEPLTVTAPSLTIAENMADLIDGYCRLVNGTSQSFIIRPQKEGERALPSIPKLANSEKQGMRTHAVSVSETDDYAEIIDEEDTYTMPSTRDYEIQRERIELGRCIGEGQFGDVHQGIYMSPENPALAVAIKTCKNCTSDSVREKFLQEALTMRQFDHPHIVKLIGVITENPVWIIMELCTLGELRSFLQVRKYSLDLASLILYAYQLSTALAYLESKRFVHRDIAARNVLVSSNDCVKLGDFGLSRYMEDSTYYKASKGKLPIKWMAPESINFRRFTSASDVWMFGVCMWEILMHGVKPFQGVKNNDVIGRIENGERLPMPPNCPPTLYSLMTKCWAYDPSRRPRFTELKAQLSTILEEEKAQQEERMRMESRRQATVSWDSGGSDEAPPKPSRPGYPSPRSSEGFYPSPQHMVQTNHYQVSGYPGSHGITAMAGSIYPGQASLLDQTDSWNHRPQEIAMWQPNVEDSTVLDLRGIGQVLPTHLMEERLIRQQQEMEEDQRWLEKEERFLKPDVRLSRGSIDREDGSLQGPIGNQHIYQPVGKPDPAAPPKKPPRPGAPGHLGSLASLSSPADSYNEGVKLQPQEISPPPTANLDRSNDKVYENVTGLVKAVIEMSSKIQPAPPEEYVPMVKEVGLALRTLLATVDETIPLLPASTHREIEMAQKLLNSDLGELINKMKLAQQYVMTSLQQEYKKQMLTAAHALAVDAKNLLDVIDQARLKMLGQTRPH
ERa coact pot: ER-alpha (human) coactivator binding potentiation; TR-FRET ERalpha-LBD/SRC-Cy5 coactivator binding, 2 h; 100 = basal binding, no effect; coactivator binding (% of control), % at 25.6 µM; 86,000 compounds, 1.3% hits; AID 639; in the data active = activity above about 200%;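 note: binding measured in presence of low estradiol as agonist stimulus; 0% = peptide alone without receptor and 100% = receptor with peptide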
ERb SRC1 inh: ER-beta (human) coactivator binding inhibition; Q92731; TR-FRET ER-beta LBD / SRC1-Cy5 peptide binding; receptor agonist-loaded with 1 µM estradiol; inhibition, % at 25.6 µM; 86,000 compounds, 1.3% hits; AID 633;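 active = compounds whose percent inhibition of the receptor-coactivator binding signal exceeds about 50% in the single-dose screen, limit read from the data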;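 note: 0% = receptor plus peptide wells without compound and 100% = peptide-only wells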
Starred values were filed as active, the others as inactive; · = no result given; [ ] = dose if it differs, or a comment.

SMILES	Mac1 fbg enh	Plk1 PBD FP	CD11b adhes inh	HIV Rev-RRE inh	PLK1 kinase inh	ERa SRC1 inh	FAK inh	ERa coact pot	ERb SRC1 inh
Cc1cc(NC(=O)C2CC2)ncc1NC(=O)C12CC3CC(CC(C3)C1)C2	-1	-15	2	4	1	-12	0	118[fluorescence artefact?]	-3
C=CCN(CC=C)S(=O)(=O)c1ccc(NC(=S)NC(=O)c2ccc(-c3ccccc3)cc2)cc1	2	-12	-6	4	-15	·	2	·	·
Cc1csc(SCCN2C(=O)c3ccccc3C2=O)n1	-2	-3	-3	9	-3	2	-3	96	14
CC1(C)Cc2ccccc2C(NNC(=O)c2ccccn2)=N1	-5	11	12	-2	-2	-6	2	98	-10
O=C(CSc1nnc(C2CC2)n1-c1ccccc1)NCCc1ccc(F)cc1	0	11	6	2	-8	-5	0	111	1
Cc1noc(C)c1C(=O)NCCCc1ccccc1	-2	·	-2	·	·	-6	·	110	-7
Cc1ccc2c(CC(=O)O)coc2c1	-4	11	-11	9	-9	-4	1	120	-6
CCOc1cc(/C=N\NC(=O)c2ccc(C)nc2)cc([N+](=O)[O-])c1O	-4	-3	-41	6	-20	·	-1	·	·
CCNC(=O)N(C)c1nncnc1C(=O)NC	-4	4	-27	2	0	-2	0	112	6
CC(C)NC(=O)C(=O)N/N=C/c1ccco1	-1	3	-50	-1	-9	·	2	·	·
Cc1ccc(-c2n[nH]c(=S)n2/N=C/c2ccc(C)s2)cc1	·	4	·	-7	-15	·	8	·	·
COc1ccc(C2CC(=O)c3cnc(NC(=O)c4cc(OC)cc(OC)c4)nc3C2)cc1 (stereo not drawn)	0	16	-24	3	-6	-5	2	128	6
Cc1ccc(OCCC(=O)OCC(=O)C(C)(C)C)cc1	3	-6	-1	-4	-4	·	-1	·	·
Cc1cc([N+](=O)[O-])ccc1NCc1cccc2ccccc12	·	-12	·	6	-7	·	7	·	·
N#C/C(=C/c1cccc(C(F)(F)F)c1)c1nc(CCN2C(=O)c3ccccc3C2=O)cs1	·	-7	·	11	-7	·	2	·	·
COc1cccc(CN2CCCN(S(=O)(=O)c3ccc(Br)cc3)CC2)c1	0	-12	-2	8	-7	2	-3	117	-11
COCCCNC(=O)c1ccc2nc3ccccc3c(=O)n2c1	-1	-16	-38	5	-9	-5	-2	126	1
COc1cc(-c2nc3cnccn3c2Nc2ccc(C(C)C)cc2)ccc1O	-1	4	-14	5	-8	0	0	93	-9
O=C1C2C3C=CC(C3)C2C(=O)N1c1nc2ccccc2s1 (stereo not drawn)	·	5	·	3	2	-11	0	99	-7
Nn1c(SCC(=O)N2CCc3ccccc3C2)nnc1-c1cccs1	0	-4	0	-2	-9	1	1	113	-8
O=c1cc(N2CCOCC2)[nH]c(=O)n1-c1ccc(Cl)cc1	-1	-5	-2	3	74*	-2	-6	95	-12
CCCc1[nH]nc2c1C(c1ccc(OCCN3CCOCC3)c(OC)c1)C(C#N)=C(N)O2 (stereo not drawn)	-2	·	-8	·	·	5	·	100	-8[fluorescence artefact?]
CC1(C)CC2(CCO1)OC(=O)CC2C(=O)NCCc1ccccc1 (stereo not drawn)	-1	-27	17	3	-10	-13	0	120	-14
Cc1cccc(N2CCN(C(=O)CS(=O)(=O)Cc3nc(-c4ccccc4F)oc3C)CC2C)c1 (stereo not drawn)	-1	·	45	·	·	10	·	80	-1
Cc1ncc(N=Nc2ccc(F)cc2)c(-c2ccc(Cl)cc2)n1	20	9	-1	11	-5	·	-5	·	·

Four of these compounds in another layout.
Values run as follows: Mac1 fbg enh | Plk1 PBD FP | CD11b adhes inh | HIV Rev-RRE inh | PLK1 kinase inh | ERa SRC1 inh | FAK inh | ERa coact pot | ERb SRC1 inh
> Cc1ccc(-c2n[nH]c(=S)n2/N=C/c2ccc(C)s2)cc1
    · | 4 | · | -7 | -15 | · | 8 | · | ·
> COc1ccc(C2CC(=O)c3cnc(NC(=O)c4cc(OC)cc(OC)c4)nc3C2)cc1 (stereo not drawn)
    0 | 16 | -24 | 3 | -6 | -5 | 2 | 128 | 6
> Cc1ccc(OCCC(=O)OCC(=O)C(C)(C)C)cc1
    3 | -6 | -1 | -4 | -4 | · | -1 | · | ·
> Cc1cc([N+](=O)[O-])ccc1NCc1cccc2ccccc12
    · | -12 | · | 6 | -7 | · | 7 | · | ·

Among those listed so far, these have a cyano group.
SMILES	Mac1 fbg enh	Plk1 PBD FP	CD11b adhes inh	HIV Rev-RRE inh	PLK1 kinase inh	ERa SRC1 inh	FAK inh	ERa coact pot	ERb SRC1 inh
N#C/C(=C/c1cccc(C(F)(F)F)c1)c1nc(CCN2C(=O)c3ccccc3C2=O)cs1	·	-7	·	11	-7	·	2	·	·
CCCc1[nH]nc2c1C(c1ccc(OCCN3CCOCC3)c(OC)c1)C(C#N)=C(N)O2 (stereo not drawn)	-2	·	-8	·	·	5	·	100	-8[fluorescence artefact?]

(listing goes on)
SMILES	Mac1 fbg enh	Plk1 PBD FP	CD11b adhes inh	HIV Rev-RRE inh	PLK1 kinase inh	ERa SRC1 inh	FAK inh	ERa coact pot	ERb SRC1 inh
Cc1ccc(NC2=NC(c3ccc(C)cc3)n3c(nc(C)cc3=O)N2)cc1 (stereo not drawn)	0	-16	2	8	-9	3	3	102	16
COc1ccc(CCNC(=O)C2CCCN(S(=O)(=O)c3cccc4nonc34)C2)cc1OC (stereo not drawn)	4	2	0	6	-10	-4	-1	113	10
CCCN(CC1CC1)C(=O)Nc1ccccc1C	3	-3	2	4	6	-28	0	115	-10[fluorescence artefact?]
O=C(Cn1ncc2c(=O)oc3ccccc3c21)NCCC1=CCCCC1	0	-25	-20	8	-9	0	2	118	5
CC(C)(C)Nc1nc(Oc2ccc(=O)n(-c3ccccc3)n2)nc(N2CCOCC2)n1	0	-5	-22	5	-4	6	2	100	-4
CCc1c(C)c2c(C)[nH]nc2oc1=O	·	5	·	5	11	-8	17	119	-2[fluorescence artefact?]
Cc1ccc(C(=O)NCCc2csc(C)n2)cc1	0	-1	13	3	-8	-2	2	116	6
N#C/C(=C\N1CCOCC1)c1ccccc1	-2	-15	2	2	-4	1	0	109	-20
O=C(O)CSC1CC(=O)N(c2ccc(Cl)c(Cl)c2)C1=O (stereo not drawn)	4	-13	-4	1	-7	-3	-10	118	-7
c1ccc(Cn2nnnc2CN2CCN(c3ncccn3)CC2)cc1	0	-6	-26	5	-5	4	1	118	0
CCOC(=O)c1cnc2c(C#N)c(C)nn2c1C	2	23	2	0	-4	-3	-11	112	8
COc1ccc(-c2nc(-c3ccc(Br)o3)no2)cc1	5	-14	30	5	-10	41[fluorescence artefact?]	0	121	44[fluorescence artefact?]
COC(=O)c1ccccc1NC(=O)NCC1CCCO1 (stereo not drawn)	-3	20	-16	9	-12	-13	0	99	-7
Cn1c(=O)c(C(=O)Nc2cccnc2)c(O)c2ccccc21	·	17	·	6	-11	-7[fluorescence artefact?]	6	108[fluorescence artefact?]	-2[fluorescence artefact?]
CCOc1ccc2[nH]c(=O)c(CN(CCO)C(=O)c3ccc(OC)c(OC)c3)cc2c1	3	-13	10	8	-7	0	1	91	-3
C=CCn1c(-c2cccs2)nc2nc3ccccc3nc21	2	-5	-16	12	-20	6[fluorescence artefact?]	2	96[fluorescence artefact?]	6[fluorescence artefact?]
COc1nc(NCCN2CCOCC2)nc(Nc2ccc([N+](=O)[O-])cc2)n1	6	10	-6	3	-11	8	2	110[fluorescence artefact?]	6
CCSc1nnc(NC(=O)CSc2nnc(-c3c[nH]c4ccccc34)n2CC)s1	5	20	0	4	-17	20	-3	69	6
CS(=O)(=O)N(CC(=O)N1CCN(C(c2ccccc2)c2ccccc2)CC1)C1CCCCC1	-1	-10	-2	4	-36	0	0	82	-6
Cc1ccc(C2CC(C(F)(F)F)n3nc(C(=O)NCc4ccco4)cc3N2)cc1 (stereo not drawn)	-2	18	0	2	-13	-3	4	107	11
CCC1CCCCN1CCNC(=O)CCS(=O)(=O)c1ccc(Br)cc1 (stereo not drawn)	·	-31	·	0	-11	5	-3	103	-3
COc1cccc(-c2cc(C(=O)Nc3c(C)n(C)n(-c4ccccc4)c3=O)no2)c1	-6	20	3	2	4	1	-2	102	2
Cc1ccc(C(=O)c2ccc(N3CCOCC3)c(F)c2)cc1	·	-17	·	16	-13	-2	0	104	-7
CCn1c(NC(=O)c2ccccc2)c(-c2cccs2)c(=O)c2ccccc21	-2	12	0	5	2	-5	0	108	-6
Cc1cc(NC(=O)Cn2cnc3c2c(=O)n(C)c(=O)n3C)n(-c2ccccc2)n1	-2	6	-9	5	-5	1	0	100[fluorescence artefact?]	3
Other records follow.
SMILES	Mac1 fbg enh	Plk1 PBD FP	CD11b adhes inh	HIV Rev-RRE inh	PLK1 kinase inh	ERa SRC1 inh	FAK inh	ERa coact pot	ERb SRC1 inh
O=C(CSc1ccc2c(c1)OCCO2)Nc1ccc(Br)cc1	-5	4	44	9	5	-4	4	111	11
CC(C)OCCCn1c(=S)[nH]c2ncccc2c1=O	0	3	-8	1	-10	-2	1	106	4[fluorescence artefact?]
O=C(CN1C(=O)c2ccccc2S1(=O)=O)N1CCN(Cc2ccc3c(c2)OCO3)CC1	6	-30	3	6	-7	-3	-4	126[fluorescence artefact?]	-2[fluorescence artefact?]
Cn1nnnc1SCC(=O)c1ccc(Br)s1	3	-11	-12	9	-10	10	3	94	-2[fluorescence artefact?]
CCOC(=O)Cc1csc(NC(=O)CSc2nnnn2-c2ccc(C)cc2C)n1	·	11	·	16	-14	2	0	114	-9
CC(=O)c1c(C(C)=O)c(C)n(NC(=O)c2cccnc2)c1C	1	28	3	3	-8	-7	0	106	14
CCN(Cc1ccccc1)C(=O)CC1Oc2ccccc2NC1=O (stereo not drawn)	1	13	-10	2	-14	-2	-6	130	-3
CC(C)N(Cc1ccccc1)C(=O)c1cnc2n(c1=O)CCS2	0	24	0	6	-12	·	3	·	·
Cc1c(Br)c(=O)[nH]c(=O)n1COCc1ccccc1	0	13	-5	6	-4	-11	3	94	-8
CCOCCCn1c(=S)[nH]c2cc(C(=O)N3CCOCC3)ccc2c1=O	-6	8	-18	2	-3	-5	1	96	-3
CCOC(=O)COc1ccc(S(=O)(=O)Nc2ccc3c(c2)OCO3)cc1	0	-14	11	0	-2	28	7	81	24
C=CCNC(=O)CC(=O)N/N=C/c1cccc(Br)c1	·	-34	·	4	-5	·	-5	·	·
COc1ccccc1C1(O)CC2CCC(C1)N2S(=O)(=O)c1ccc(C(C)=O)cc1 (stereo not drawn)	6	-26	-11	1	-9	0	-6	104	-14
Cc1ccccc1Oc1ccc(-c2nc(N)nc(N)n2)cc1	·	15	·	-1	2	5	1	73	-3
Cc1ccccc1-n1ncc2c(SCC(=O)NCc3cccs3)ncnc21	-6	-23	5	6	-13	12	-1	93	2[fluorescence artefact?]
COC(=O)Nc1nnc(Cc2ccccc2)s1	-1	11	-8	3	-3	-1[fluorescence artefact?]	-3	115	2
Cc1cc(=O)n2nc(N3CCCC(C(=O)NCCc4ccccc4)C3)sc2n1 (stereo not drawn)	-4	·	-16	·	·	-3	·	129	-1
COc1ccccc1OCc1nnc(SCC(=O)NCc2ccco2)n1-c1ccccc1	·	16	·	9	-10	-11	3	111	-7
CC(=O)NC(CCS(C)(=O)=O)C(=O)N1CCc2ccccc21 (stereo not drawn)	3	12	-14	8	-5	-3	0	96	6
Cc1ccc(-n2ncc3c(NCC4CCCO4)ncnc32)c(C)c1 (stereo not drawn)	6	3	-10	4	-13	·	-1	·	·
Cc1ccccc1NC(=O)CSC(N)=O	4	-8	-1	5	-8	4[fluorescence artefact?]	2	119[fluorescence artefact?]	-1[fluorescence artefact?]
CCn1c(SCC(=O)N/N=C/C(C)=C/c2ccco2)nnc1-c1ccccc1	0	-21	25	9	-10	·	0	·	·
N/C(=N\OC(=O)CCCN1C(=O)c2ccccc2C1=O)c1ccc(Cl)cc1	·	1	·	10	-8	·	-1	·	·
